Screening data deposited in PubChem by National Center for Advancing Translational Sciences (NCATS).
EPAC2 agonist: activates human EPAC2 exchange factor; Q8WZA2; EPAC2 activation, biochemical qHTS; response scale: 100% = 6.5 mM cAMP response; Potency, µM (series often up to 154 µM), for inactives: at the highest dose activation, most hits filed as activators; 360,000 compounds, 0.079% hits; AID 720711; note: potency is the fitted concentration of half-maximal effect; nearly all actives have a fitted effect of over 50% in size
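Exchange assay: 100 nM EPAC2 with 250 nM Rap1B-BODIPY-GDP and 50 uM GDP. Fluorescence (ex 480/em 540 nm) read every 5 min for 30 min at room temperature. Data normalized to 6.5 mM cAMP as agonist control.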
CCT chaperon mod: cytosolic chaperonin activity modulation; purified chaperonin ATPase assay, HTRF ADP detection, 30 min; activity change, % (test concentration not listed), hits read low; 360,000 compounds, 0.3% hits; in the data active = activity change below about -30%; note: % is set by controls: 0 for no effect and ±100 for the full control effect
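ATPase activity: ADP formed was measured by HTRF Transcreener (665/615 nm ratio) after 30 min at 37 deg C with 10 uM ATP. Compounds screened at one 76 uM concentration against 40 or 20 nM TRiC in Tris pH 7.4/KCl/MgCl2/DTT buffer.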
MmCpn inh: blocks the Methanococcus maripaludis chaperonin Mm-Cpn | purified Mm-Cpn ATPase, ADP Transcreener TR-FRET | Potency, µM (top dose mostly 76.9 µM), inactives show at the top dose activity, negative = inhibition, usual class: inhibitors | 330,000 compounds, 0.031% hits | AID 504842; note: potency is the fitted concentration of half-maximal effect; % is set by controls: 0 for no effect and ±100 for the full control effect; nearly all actives have a fitted effect of over 80% in size
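Quantitative HTS used 25 nM Mm-CPN and 10 uM ATP in magnesium/KCl Tris buffer, pH 7.4, with 1 mM DTT. Hydrolysis ran 30 min at 37°C; ADP was read by HTRF.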
EPAC2 antagonist: antagonists of human EPAC2; 360,000 compounds, 0.18% hits; Potency, µM (titrated, usually from 114 µM), without a hit: at the top dose activity, negative = inhibition, hits mostly inhibitors; AID 720708; EPAC2 GEF exchange of Rap1B-BODIPY-GDP, fluorescence; Q8WZA2; note: potency is the fitted concentration of half-maximal effect; % is set by controls: 0 for no effect and ±100 for the full control effect; nearly all actives have a fitted effect of over 45% in size; many of its hits are not listed in these tables
Akt phos inh: Akt phosphorylation inhibition; Neuro2A IGF-stimulated pAkt S473 HTRF, 20 min; stronger effect = lower value; activity change, % for hits at 50 µM; 360,000 compounds, 0.32% hits; AID 651550; in the data active = activity change below about -80%; inconclusive = mostly about -51% to -80%; note: % is set by controls: 0 for no effect and ±100 for the full control effect
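Single-point screen (50 µM final compound) in Neuro2A cells stimulated 20 min with 6 nM IGF at 37 deg C. After lysis, Ser473-phosphorylated Akt read by HTRF (ex 330 nm, em 615/665 nm) as the 665/615 ratio.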
PTHR1 agonist: PTHR1 (human) receptor agonism | HEK293 GP2 PTHR1 cells, GloSensor cAMP luminescence, 1 h | Potency, µM (titrated, usually from 115 µM), for the others: at the highest dose activation, most hits filed as activators | 410,000 compounds, 0.075% hits | AID 743266; note: potency is the fitted concentration of half-maximal effect; nearly all actives have a fitted effect of over 55% in size; some results filed as inactive show a strong effect at the top dose; inactives centre near -15; many of its hits are not listed in these tables
Target sequence (Q03431 whole entry, looked up): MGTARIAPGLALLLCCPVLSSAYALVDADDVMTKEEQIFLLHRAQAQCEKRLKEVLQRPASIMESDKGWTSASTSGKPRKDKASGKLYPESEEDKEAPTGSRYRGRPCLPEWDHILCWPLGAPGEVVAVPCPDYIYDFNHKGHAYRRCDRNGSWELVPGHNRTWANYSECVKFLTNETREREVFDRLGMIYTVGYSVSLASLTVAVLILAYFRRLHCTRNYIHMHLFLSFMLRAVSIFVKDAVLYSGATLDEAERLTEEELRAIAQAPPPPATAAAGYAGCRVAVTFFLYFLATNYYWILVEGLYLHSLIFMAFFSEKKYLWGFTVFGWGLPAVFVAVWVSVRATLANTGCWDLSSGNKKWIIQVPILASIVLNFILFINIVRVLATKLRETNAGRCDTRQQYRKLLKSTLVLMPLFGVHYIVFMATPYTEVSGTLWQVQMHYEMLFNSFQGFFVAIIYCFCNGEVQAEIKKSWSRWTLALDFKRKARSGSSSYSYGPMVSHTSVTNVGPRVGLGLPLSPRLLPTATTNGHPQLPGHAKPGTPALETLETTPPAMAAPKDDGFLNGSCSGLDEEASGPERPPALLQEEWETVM
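HEK-293-derived GP2 cells expressing PTHR1 and a GloSensor cAMP reporter, 3,000/well, plated overnight, given luciferin plus IBMX (each 0.5 mM as added) for 1 h at 37 °C, then compound for 1 h at 37 °C. Luminescence was read after 15 min at room temperature.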
DRD3 agonist: D3 dopamine receptor (human) agonism. max activation, %. 410,000 compounds, 0.58% hits. D3R DiscoveRx beta-arrestin cells, luminescence, 90 min. AID 652048; in the data active = max activation above about 30%; note: 0% is about no effect; mostly tested at two doses, the higher about 12 µM
Target sequence (P35462 whole entry, looked up): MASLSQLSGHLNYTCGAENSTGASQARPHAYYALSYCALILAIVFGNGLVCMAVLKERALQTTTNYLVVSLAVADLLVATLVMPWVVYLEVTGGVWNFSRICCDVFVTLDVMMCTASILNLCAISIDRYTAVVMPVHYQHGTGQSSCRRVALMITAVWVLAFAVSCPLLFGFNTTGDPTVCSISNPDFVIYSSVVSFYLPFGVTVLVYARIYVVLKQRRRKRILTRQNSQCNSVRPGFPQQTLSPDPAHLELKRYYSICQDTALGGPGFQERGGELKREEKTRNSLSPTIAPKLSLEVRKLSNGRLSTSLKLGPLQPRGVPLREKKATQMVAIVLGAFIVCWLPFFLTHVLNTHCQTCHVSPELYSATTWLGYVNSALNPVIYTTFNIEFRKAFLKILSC
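Cells at 1500/well, incubated overnight, then treated with pinned compounds (dopamine as control) for 90 min at 37 degrees C. DiscoveRx reagent added for 30 - 60 minutes at room temperature; luminescence read.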
D3 antag: blocks the human D3 dopamine receptor; P35462; D3R cells, DiscoveRx beta-arrestin luminescence, antagonist mode; stronger effect = lower value; max response, negative = inhibition, %; 360,000 compounds, 2.5% hits; in the data active = max response below about -50%; inconclusive = no clear call, values can overlap the other calls; note: % is set by controls: 0 for no effect and ±100 for the full control effect; mostly tested at two doses, the higher about 12 µM
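Cells expressing the human receptor were seeded at 1500 cells/well, incubated overnight at 37 degrees C in 5% CO2, then exposed to library compounds with dopamine controls for 90 minutes at 37 degrees C before luminescent detection.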
An asterisk follows results filed as active; i = inactive; ? = inconclusive; . = not tested or not shown; & = joins results of further samples; [ ] = remark or other dose. Unless noted, calls come from the whole dose curve; as a rule, active = well fitted curve in the direction sought with a large enough effect; inconclusive = small, poorly fitted or top-dose-only effect, or another doubt; inactive = no such curve, though single readings can be large; an effect the other way counts as inactive or inconclusive. Not all compounds are listed (hit frequency here may not be typical).

SMILES | EPAC2 agonist | CCT chaperon mod | MmCpn inh | EPAC2 antagonist | Akt phos inh | PTHR1 agonist | DRD3 agonist | D3 antag
COc1cc(OC)cc(-c2c(Sc3ccccc3)c3cc(-c4ccc(OC)c(OC)c4)ccc3n2C)c1 | 7% | -0.3 | . | 1% | i | -17% | -7 | -16
CC1(CCc2ccccc2)NC(=O)N(Cc2nnc(-c3ccccc3Br)o2)C1=O (stereo not drawn) | 13% | -2.7 | -2% | -14% | -108%* | -11% | -15 | -24
CC(=O)Nc1ccc(S(=O)(=O)NCCN2CCOCC2)cc1 | 0% | 0.4 | -5% | -1% | . | i | 0 | 32
CCCC(=O)Nc1nc2ccc(NC(=O)c3c(F)c(F)c(OC)c(F)c3F)cc2s1 | -5% | -0.1 | -1% | -12% | i | -3% | -5 | -22
COC(=O)C1C(=O)C=C(Nc2ccc(F)cc2F)CC1c1ccc(OC)cc1 (stereo not drawn) | -3% | 0.0 | -4% | 3% | i | -62%[inhibitor] | 5 | 11
CCOC(=O)c1nnn(-c2nonc2N)c1COc1c(C=O)cccc1OC | 0% | -1.6 | 0% | 6% | i | i | -2 | -7
Cc1ccc(OCC(=O)N2CCN(c3nnc(-c4ccc(C)cc4)c4ccccc34)CC2)cc1 | 2% | -2.4 | 1% | 5% | i | -15%[57.5 µM] | -7 | -7
O=S(=O)(c1cccs1)N1CN(Cc2ccco2)c2nc3ccccc3nc21 | 15% | -1.4 | -2% | -6% | i | i | 6 | 16
O=C(O)CCNC1C=CS(=O)(=O)C1 (stereo not drawn) | -6% | -0.8 | 0% | -4% | i | i | -9 | 1
CC(C)(C)S(=O)N1Cc2cc(C(=O)NCc3ccc(Oc4ccccc4)cc3)nc(-c3cccc(-c4cc5ccccc5o4)c3)c2[C@H]1CCO (stereo partly drawn) | 5% | -1.1 | . | 25% | i | 2% | 7 | 42
c1ccc(N=NN2CCOCC2)cc1 | 0% | 1.4 | . | 3% | i | i | 12 | 14
CC1=Nc2cc(C(=O)N3CCCC3)ccc2Sc2ccc(C)cc21 | 8% | 0.8 | -6% | -5% | . | -27% | 4 | -4
CC(=O)c1ccc(N2CCN(c3ccc(C(F)(F)F)cn3)CC2)cc1 | 13% | 0.3 | -9% | -4% | i | -13% | -9 | 23
CCOc1ccc(NC(=O)CN(C)C(=O)CCNC(=O)c2ccc(Br)cc2)cc1OCC | 9% | 2.3 | -2% | 7% | i | -5% | -2 | 11
COc1ccc(N(CC(=O)NC2CCCCC2)S(=O)(=O)c2cccnc2)cc1 | 6% | 0.3 | 0% | 5% | i | -12% | 4 | 6
CCOC(=O)c1cncc(C#CCOC(=O)Nc2ccc(OC(F)(F)F)cc2)c1 | -4% | -0.7 | -1% | 5% | i | i | 4 | 3
CCc1cc(C(=O)N(Cc2ccccc2)c2c(N)n(CCOC)c(=O)[nH]c2=O)sc1C | 1% | 3.0 | -6% | 15% | i | -10% | 3 | 10
Nc1ccccc1S(N)(=O)=O | 2% | -2.5 | 0% | 25% | i | -11% | 0 | -1
Cn1c(COc2ccccc2)nnc1SCC(=O)NCc1ccccc1 | 9% | -6.6 | 1% | 8% | i | -23%[57.5 µM] | 0 | -14
CCc1ccc(N(C(=O)c2csnn2)C(C(=O)NC2CCCCC2)c2ccncc2)cc1 (stereo not drawn) | 3% | 0.5 | -1% | -5% | i | -1% | 1 | -14
COc1ccc(CC(N)c2csc(NC(=O)Nc3ccc(C(C)C)cc3)n2)cc1 (stereo not drawn) | -9% | -0.8 | . | 12% | i | -9% | 5 | -12
CCCCn1c(N)c(N(CC(C)C)C(=O)CC2CCCCC2)c(=O)[nH]c1=O | -10% | 2.5 | -4% | -4% | i | i | -4 | 0
CC(C)c1ccccc1NC(=O)c1cccc(NC(=O)c2ccccc2)c1 | 14% | 0.7 | -14% | -1% | i | i | 1 | 7
CC(Sc1ncnc2ccccc12)C(=O)Nc1ccc2c(c1)OCO2 (stereo not drawn) | 10% | 1.3 | 0% | -4% | i | -31%[inhibitor] | 1 | -15
COc1ccccc1C(=O)Nc1nnc(S(=O)(=O)N2CCCCC2)s1 | 5% | 1.4 | -5% | -3% | i | -10% | 1&1 | 12
CC1(C)CC(=O)C/C(=N\NC(=O)Cc2ccccc2)C1 | 6% | -4.3 | 4% | 4% | i | 13% | 2 | -5
O=C(c1ccc(N2CCOCC2)c([N+](=O)[O-])c1)N1CCN(c2ccccc2F)CC1 | 8% | -0.1 | 2% | -4% | i | -8% | 0 | 12
C[C@H](CO)N1C[C@H](C)[C@@H](CN(C)C(=O)c2ccc3c(c2)OCO3)Oc2cc(/C=C/c3ccccc3)ccc2S1(=O)=O | 4% | 2.1 | . | 7% | i | -26% | -8 | -20
Cc1cc(C)n(-c2ccc(F)cc2)c(=O)c1C#N | 5% | 2.5 | -1% | 4% | i | i | -3 | -10
Nc1ncnc2c1ncn2[C@@H]1O[C@H](CNC(=O)[C@@H]2CCC(=O)N2)[C@@H](O)[C@H]1O | 2% | -1.3 | -11% | 2% | i | i | 2 | 24
O=C(OCC(=O)N1CCCc2ccccc21)c1cccnc1Cl | 6% | -2.2 | 0% | -3% | i | i | -1 | 1
Cc1cccc(CN2CCN(Cc3cccc4nonc34)CC2CCO)n1 (stereo not drawn) | 13% | 0.7 | 0% | 3% | i | i | -1 | 1
C=CCn1c(-c2cccc(OC)c2)n[nH]c1=S | 0% | 0.1 | -4% | 10% | i | i | 3 | 8
CC(C)c1ccc(Nc2ncc3c(n2)CCN(C(=O)NC2CCCCC2)C3)cc1 | 9% | 0.2 | . | 19% | i | i | 3 | -11
Cc1nn(C)c(C(=O)N/N=C/c2ccncc2)c1Cl | 5% | -1.9 | 0% | 5% | i | i | 1 | -1
O=C(COc1cc(O)c2c(=O)cc(-c3ccccc3)oc2c1)c1ccccc1 | 0% | -2.2 | -1% | 4%[57.1 µM] | i | -12%[57.5 µM] | 2 | 4
CCCCOc1ccc(NC(=O)CSc2cccc3cccnc23)cc1 | -2% | 0.3 | -6% | 13% | i | -11% | -4 | 3
COc1ccc(C(=O)Nc2cccc(OC(=O)c3ccc(C)c(C)c3)c2)cc1 | 12% | 0.0 | -6% | -6% | i | -4%[57.5 µM] | -1 | 0
O=C1C=C(c2ccc(OC(F)(F)F)cc2)C[C@@H](c2ccc(Cl)cc2)C1 | 0% | -3.5 | -3% | -20% | i | -21% | -34 | ?
CC(C)=CCN1CCNC(=O)C1CC(=O)NCc1nc(C)c(C)s1 (stereo not drawn) | 1% | -1.7 | 1% | 8% | i | -17% | 7 | -15
CC1CCN(C(=S)NC(=O)c2cccs2)CC1 | 0% | 2.9 | -4% | 13% | i | -1% | 9 | 7
CC(C)N1CCCC(C)(C(=O)Nc2cccc(Oc3ccccc3)c2)C1 (stereo not drawn) | 1% | 0.1 | . | 18% | i | -6% | -4 | ?
COC(=O)C1CCN(CC(=O)NC(=O)Nc2ccccc2F)CC1 | 2% | -2.5 | ? | 9% | i | i | -10 | -28
Cc1cccc(C(=O)OCC(=O)NCCNC(=O)COC(=O)c2cccc(C)c2C)c1C | 1% | 1.3 | -1% | 8% | i | -47%[inhibitor] | 0 | -2
CCCCN=C1NN=C(c2ccc(C)c(C)c2)CS1 | 14% | -3.9 | 0% | -5% | i | -8% | -7 | -6
O=S1(=O)NC2c3ccccc3CC2O1 (stereo not drawn) | 2% | -1.4 | 0% | 22% | i | -25% | -13 | -24
O=C(NCCN1C(=O)S/C(=C\c2cccnc2)C1=O)c1ccc([N+](=O)[O-])s1 | -2% | 0.6 | 1% | 0% | i | i | 4 | 19
CN(CC(=O)NCc1ccc(F)cc1)S(=O)(=O)c1ccc2c(c1)c(=O)n(C)c(=O)n2C | 0% | -10 | 0% | 14% | i | 15% | 1 | -1
Cc1c(C(=O)Nc2ccccc2Cl)oc2ccc(S(=O)(=O)N3CCC4(CC3)OCCO4)cc12 | -9% | 0.4 | -1% | 1% | i | -12% | 25 | 22
CC(=O)c1ccc2noc(-c3ccc(C)cc3)c2c1 | -1% | -0.5 | 3% | -13% | i | -49%[inhibitor] | -8 | -25
O=C(O)c1cc(S(=O)(=O)N2CCCc3ccccc32)ccc1Cl | 2% | -1.4 | 2% | -2% | i | i | 3 | 4
COc1ccc(S(=O)(=O)N(CC(=O)O)c2ccccn2)cc1 | 13% | -1.7 | 0% | -9% | i | -28% | -3 | 5
O=C(O)c1ccc(/C=N/NC(=S)NC2CCCCC2)cc1 | -2% | -7.0 | -1% | -4% | i | i | 0 | 14

Some of these compounds in order of heavy-atom count, ascending:
SMILES | EPAC2 agonist | CCT chaperon mod | MmCpn inh | EPAC2 antagonist | Akt phos inh | PTHR1 agonist | DRD3 agonist | D3 antag
CC1CCN(C(=S)NC(=O)c2cccs2)CC1 | 0% | 2.9 | -4% | 13% | i | -1% | 9 | 7
CC(=O)c1ccc2noc(-c3ccc(C)cc3)c2c1 | -1% | -0.5 | 3% | -13% | i | -49%[inhibitor] | -8 | -25
O=C(O)c1ccc(/C=N/NC(=S)NC2CCCCC2)cc1 | -2% | -7.0 | -1% | -4% | i | i | 0 | 14
COc1ccc(S(=O)(=O)N(CC(=O)O)c2ccccn2)cc1 | 13% | -1.7 | 0% | -9% | i | -28% | -3 | 5
COC(=O)C1CCN(CC(=O)NC(=O)Nc2ccccc2F)CC1 | 2% | -2.5 | ? | 9% | i | i | -10 | -28
CN(CC(=O)NCc1ccc(F)cc1)S(=O)(=O)c1ccc2c(c1)c(=O)n(C)c(=O)n2C | 0% | -10 | 0% | 14% | i | 15% | 1 | -1
Cc1cccc(C(=O)OCC(=O)NCCNC(=O)COC(=O)c2cccc(C)c2C)c1C | 1% | 1.3 | -1% | 8% | i | -47%[inhibitor] | 0 | -2
